IP6K1 inh – inhibitors of human IP6K1. 140,000 compounds, 0.81% hits. activity change, % (series mostly up to about 58 µM). IP6K1 kinase, ADP-Glo luminescence, 2 h; hits give low values. Q92551; in the data active means activity change below about -25%
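ADP-Glo luminescence measures ADP made by human IP6K1 during a 2 h RT reaction with ATP/IP6 (mix at 1.3 mM/130 uM); top library doses 57.5 and 19.1 uM final.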
GPT2 inh – GPT2 alanine aminotransferase inhibition | Recombinant GPT2, coupled pyruvate oxidase/HRP Amplex Red fluorescence | Potency, µM (series often up to 57.7 µM), inactives show top-dose activity change, negative = inhibition, usual class: inhibitors | 100,000 compounds, 0.25% hits | AID 1671188; further: potency means the concentration at half of the fitted maximal effect; nearly all actives have a fitted effect of over 60% in size; many of its hits are not listed in these tables
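Recombinant GPT2 (10ng/uL) with 250uM a-KG and 2mM L-alanine, 30 min at room temperature, in HEPES pH 7.5 buffer. Pyruvate detected by pyruvate oxidase/HRP/Amplex Red fluorescence after 30 min in the dark; AOA (50uM) as positive control.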
HEK293 tox – kills HEK 293 cells. HEK 293 viability, ATP luminescence (CellTiter-Glo), 48-72 h. Potency, µM (doses to about 115 µM), for the others: at the highest dose activity change, negative = cytotoxicity, most hits filed as inhibitors. 94,000 compounds, 6.6% hits; further: potency means the concentration at half of the fitted maximal effect; nearly all actives have a fitted effect of over 60% in size
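qHTS cytotoxicity; HEK 293, 250 cells/well; compound pinned; 48 or 72 hr, 37 degree Celsius, 5% CO2, 95% humidity; CellTiter-Glo, 10 min RT; luminescence (ATP).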
SNCA viab count – reduces viability of HEK-293 SNCA reporter cells. HEK-293-SNCA-luc viability, GF-AFC fluorescence, 24 h. Potency, µM (titrated, usually from 57.1 µM), without a hit: at the highest dose activity change, negative = cytotoxicity, most hits filed as cytotoxic. 150,000 compounds, 0.12% hits;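 further: potency means the concentration at half of the fitted maximal effect; 0% = DMSO-treated cells and -100% = medium-only wells without cells; nearly all actives have a fitted effect of over 30% in size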
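HEK-293-SNCA-luc cells (1500/well) plated 24 h, then exposed 24 h to a dilution series; GF-AFC added 30 min at 37C, fluorescence 405/540 nm; normalised to medium-only and DMSO wells, Hill fit.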
SNCA expr inh – reduces expression of the alpha-synuclein gene. HEK-293 SNCA-luciferase knock-in, luminescence, 24 h. Potency, µM (highest dose often 57.2 µM), without a hit: top-dose activity change, negative = inhibition, most hits filed as inhibitors. 140,000 compounds, 0.17% hits. AID 1671194;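 further: potency means the concentration at half of the fitted maximal effect; plate controls were DMSO cells for no effect and cell-free wells for full effect; nearly all actives have a fitted effect of over 45% in size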
NIH3T3 tox – cytotoxic compounds in NIH 3T3 cells. Potency, µM (top dose mostly 96.7 µM), for the others: at the top dose activity change, negative = cytotoxicity, hits mostly inhibitors. NIH 3T3 viability, CellTiter-Glo ATP luminescence, 48-72 h. 94,000 compounds, 4.3% hits; further: potency means the concentration at half of the fitted maximal effect; nearly all actives have a fitted effect of over 55% in size
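Cytotoxicity was measured by CellTiter-Glo ATP luminescence after 48 or 72 h compound exposure at 37 °C. Mouse NIH 3T3 fibroblasts were seeded at 400 cells/well and dosed by 23 nL pin transfer.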
FLuc inh – blocks purified firefly luciferase enzyme activity | P08659 | purified P. pyralis luciferase, luminescence, biochemical | Potency, µM (series often up to 115 µM), for inactives: at the top dose activity change, negative = inhibition, usual class: inhibitors | 76,000 compounds, 2.5% hits; further: potency means the concentration at half of the fitted maximal effect; nearly all actives have a fitted effect of over 65% in size
Target sequence (P08659 whole entry, looked up): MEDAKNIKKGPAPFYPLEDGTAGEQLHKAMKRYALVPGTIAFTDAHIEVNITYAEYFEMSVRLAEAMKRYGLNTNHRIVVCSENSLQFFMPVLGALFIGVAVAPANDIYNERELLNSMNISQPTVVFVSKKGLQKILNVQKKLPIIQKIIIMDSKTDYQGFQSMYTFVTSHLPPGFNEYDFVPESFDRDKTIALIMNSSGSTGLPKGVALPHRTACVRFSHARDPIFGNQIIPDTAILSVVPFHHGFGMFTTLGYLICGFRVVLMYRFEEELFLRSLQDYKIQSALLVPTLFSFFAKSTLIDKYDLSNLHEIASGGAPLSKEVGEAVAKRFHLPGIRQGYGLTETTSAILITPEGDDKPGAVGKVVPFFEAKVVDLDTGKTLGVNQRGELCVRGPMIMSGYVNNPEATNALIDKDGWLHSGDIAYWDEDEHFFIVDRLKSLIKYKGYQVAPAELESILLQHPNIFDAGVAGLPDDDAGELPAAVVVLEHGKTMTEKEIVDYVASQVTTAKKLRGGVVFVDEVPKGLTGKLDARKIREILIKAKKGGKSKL
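Luminescence read by CCD imaging after purified firefly luciferase (10nM final) was added to substrate buffer holding 10uM D-luciferin and 10uM ATP, pH 7.5, pre-dosed with compound.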
The depositor's hits bear a star; i = inactive; ? = inconclusive; / = not tested or not shown; [ ] = dose if it differs, or a comment. Unless noted, the call rests on the fitted dose curve; in most records, active means well fitted curve in the direction sought with a large enough effect; inconclusive means small, poorly fitted or top-dose-only effect, or another doubt; inactive means no such curve, though single readings can be large; an effect the other way counts as inactive or inconclusive. Unless noted, on the % scale 0 is the no-effect control and ±100 the full control effect. Some of the compounds tested; the hit share may differ from the screen's.

SMILES | IP6K1 inh | GPT2 inh | HEK293 tox | SNCA viab count | SNCA expr inh | NIH3T3 tox | FLuc inh
O=C1NC(=NC2CCCCC2)C2(CCCN(S(=O)(=O)c3cccs3)C2)N1c1cc(F)cc(F)c1 (stereo not given) | -10 | -3% | 2% | -9% | 20% | -5% | /
Cc1noc(C)c1S(=O)(=O)N1CCC(C(=O)N2CCN(c3cccc(C(F)(F)F)c3)CC2)CC1 | -1 | / | / | 5% | -5% | / | /
CCCCN(CC)C(=O)CN1C(=O)NC(c2ccccc2)C2=C1COC2=O (stereo not given) | 7 | i | -2% | 0% | -14% | 1% | -2%
COC[C@@H]1CN(C(=O)Cn2cccn2)C[C@H]1c1ccncc1 | -4 | -7% | i | -7% | -20% | i | -1%
COCC(=O)N1CCN(C(=O)c2cccnc2)C[C@@H]1C(=O)N[C@@H](Cc1ccc(OC)cc1)C(=O)OC | -7 | 1% | i | 1% | -24% | i | 8%
CCC(CC)C(=O)NC[C@H]1O[C@@H](CC(=O)N2CCN(c3ccccc3OC)CC2)[C@H](O)[C@@H]1O | 26 | i | i | -8% | -4% | -7% | 4%
Cc1nn(C(=O)COc2ccccc2Br)c(C)c1Sc1ccccc1 | -6 | / | / | 5% | 44%[activator] | / | /
Fc1ccccc1-c1noc(-c2nc(-c3cnccn3)no2)n1 | 8 | -9% | 4% | 6% | 92%[activator] | i | -17%
O=C(c1cccc(F)c1)N1CCOc2ccc(CN3CCc4ccccc4C3)cc2C1 | -4 | ? | ? | -14% | -6% | ? | 7%
CNC(=O)c1ccc(N2C(=S)N(c3ccc(C#N)c(C(F)(F)F)c3)C(=O)C2(C)C)cc1F | / | i | / | 5% | 19% | / | /
CCCCOC(=O)c1ccc(N2CC3CCC(C2)N3CC(F)(F)F)nn1 | 9 | ? | 3% | -2% | 1% | -8% | /
CCOC(=O)c1c(NC(=O)c2nc(SC)ncc2Cl)sc(C)c1C | 2 | / | / | -1% | 23% | / | /
CC(=O)N1C[C@@H]2CCCN3CCC[C@@H]([C@H]23)[C@H]1CCCC(=O)NCCCN1CCCc2ccccc21 | -8 | i | -2% | -9% | 2% | i | 11%
COC1CCN(C(=O)c2ccnc(-c3nnc4ccc(Nc5ccccc5)nn34)c2)CC1 | -11 | -10%[88.5 µM] | 89µM* | -6%[87.6 µM] | -11%[87.6 µM] | ? | 1%[172 µM]
COCCOCC(=O)N1CCC(c2noc(C3CC3)n2)C1 (stereo not given) | -5 | i | 2% | 1% | -10% | -12% | -9%
Cc1cc(C(=O)N2C[C@@H](CO)[C@H](c3ccncc3)C2)on1 | -10 | i | i | -14% | ? | 1% | 2%
COC(=O)c1ccc(NC(=O)C(c2ccccc2)N2Cc3ccccc3C2=O)cc1 (stereo not given) | -22 | / | / | 3% | 17% | / | /
O=C1NCc2ccccc2CC12CCCN(Cc1ccc(Cl)s1)C2 (stereo not given) | 0 | i | ? | 1% | -13% | ? | /
COc1ccc(S(=O)(=O)NCC2CCCN(C(=O)c3ncoc3C)C2)cc1 (stereo not given) | 23 | i[11.5 µM] | -23% | 1% | 1% | -18% | 10%
CCOC(=O)C1(Cc2cccc(OC)c2)CCCN(C(=O)CCN2CCCCO2)C1 (stereo not given) | 2 | -9% | -3% | ? | 6% | 0% | 6%
CC(=O)Nc1cccc(-c2cc3c(ccn3CC3CCN(C)CC3)c(N3CCOCC3)n2)c1 | -8 | -5% | -28% | 1% | ? | ? | -5%
O=C(NCc1cccs1)C1CCCN(c2nc3ncccc3o2)C1 (stereo not given) | 17 | 3%[88.5 µM] | -11%[172 µM] | 9%[87.6 µM] | 36%[87.6 µM] | -17%[138 µM] | -19%[172 µM]
CCOc1ccc(NC(=O)N2CCN(S(=O)(=O)c3ccc4c(ccn4C)c3)CC2)cc1 | 19 | / | / | -4% | -3% | / | /
O=C(NCCCO)c1nn(-c2ccc(Cl)cc2)nc1CO | 3 | / | / | 10% | 131%[activator] | / | /
COC(=O)c1ccc(N2CCN(C(=O)Cn3nnnc3CN(C)C(C)C)CC2)cc1 | 2 | ? | -9% | ? | -12% | ? | -5%
CC(=O)N1CCC2(CC1)CN(Cc1ccncc1)Cc1ccccc1O2 | 7 | 4% | -13% | -1% | ? | -34% | /
Cc1oc(C(O)c2ccccc2)nc1C(=O)N1CCC(n2c(=O)[nH]c3ccccc32)CC1 (stereo not given) | 13 | 4%[88.5 µM] | ? | -4%[87.6 µM] | -2%[87.6 µM] | ? | -3%[172 µM]
c1ccc2c(c1)COC1(CCNC1)CN2CC1CCCC1 (stereo not given) | -15 | i | 50µM* | -17%[87.6 µM] | -17%[87.6 µM] | 35µM* | /
CC(=O)N1CCC(N2CC[C@H](CO)[C@H](N(C)C)C2)CC1 | -3 | 5% | -2% | 8%[12.5 µM] | ? | -3% | -2%
CCOc1ccc(CN2CCN(CC(N)=O)CC2CCO)cc1 (stereo not given) | 19 | -4%[11.5 µM] | -4% | -3% | 9% | i | 2%
O=C(c1ccc(Cl)cc1)N1CCC(n2cc(-c3cccnc3)[nH]c2=O)CC1 | -4 | i | -7% | 0% | -7% | -17% | /
O=C(O)CCn1ncc2cc(OCc3ccc(-c4cncnc4)cc3)ccc21 | -3 | ? | -26%[172 µM] | 4%[87.6 µM] | ? | 45µM* | 50µM*
CC(=O)N1CC2(CCN(Cc3cc4ccccc4[nH]3)C2)Cc2ccccc21 (stereo not given) | -16 | 3% | ? | -4% | -8% | ? | /
CC1CCN(S(=O)(=O)N2CCC(C(=O)N3CCc4nc5cc[nH]n5c(=O)c4C3)CC2)CC1 | 19 | -10% | 3% | 3% | -4% | ? | 9%
CN1CCC(Cc2noc(C3CC(=O)N(Cc4cccnc4)C3)n2)CC1 (stereo not given) | 6 | ? | -28% | 0% | -2% | -4% | 6%
COCc1ccc(C(=O)N2CCN(Cc3ccccc3)CC(O)C2)s1 (stereo not given) | 19 | i | -1% | 5% | -9% | -19% | 0%
Cc1noc(-c2ccc(OC3CN(C(=O)C(C)Oc4ccccc4)C3)cc2)n1 (stereo not given) | -1 | -14% | ? | -9% | 8% | ? | 0%
CCNC(=O)N1CC[C@H]2C(=O)NCCCCCCN(Cc3ccncc3)[C@@H]2C1 | 10 | i | 0% | -2% | 4% | -9% | -5%
Cc1cccn2c(=O)c(C(=O)NCCc3ccccc3)cnc12 | 16 | / | / | -4% | ? | / | /
O=C(NCc1ccc2c(c1)OCO2)C1CCN(C(=O)c2ccc(-c3cccs3)cc2)CC1 | -11 | / | ? | / | / | ? | /
CCN1C(=O)C2CC3(CCN(S(=O)(=O)c4cccc5nsnc45)CC3)CN2C1=O (stereo not given) | 2 | -22% | -5% | 10% | 4% | -22% | /
COc1c(C)cc(NC(=O)c2ccc(CN3CCC(O)CC3)cc2)cc1C | 5 | 4% | ? | 5% | 4% | ? | -8%
Cc1ccc2nc(CO[C@H]3CN(C4CCN(C)CC4)C[C@H]3F)[nH]c2c1 | 7 | -42%[88.5 µM] | ? | -2%[87.6 µM] | 62%[activator][87.6 µM] | -26%[174 µM] | 13%[172 µM]
O=C(NC[C@H]1COCc2nc3cc(C(F)(F)F)ccc3n21)c1cccnc1 | -7 | 0%[88.5 µM] | -26%[172 µM] | -3%[87.6 µM] | -22%[87.6 µM] | -29%[174 µM] | 3%[172 µM]
CC(Oc1ccccc1)C(=O)N1CCC(c2nn(C)c3c2COCC3)CC1 (stereo not given) | 2 | i | -1% | 14% | 3% | 0% | -6%
O=C(Cc1ccc(F)cc1)N1CCn2c(nn(-c3ccc(F)cc3)c2=O)C1 | 14 | ? | ? | -12% | 4% | ? | -3%
CCCN1CCCC[C@H]1C(=O)Nc1c(C)cccc1C | 12 | -25% | / | -2%[23.9 µM] | -40%[25.6 µM] | / | /
O=C(COc1ccc(Cl)cc1)OCc1cc(=O)n2nc(-c3cccs3)sc2n1 | 17 | / | / | -11% | 53%[activator] | / | /
Cc1ccc(Nc2ccnc(N3CCCC(C(=O)NCc4cccs4)C3)n2)cc1 (stereo not given) | -7 | i | 10µM* | -5%[12.5 µM] | -27% | 18µM* | /
Cc1ccccc1NC(=O)N1CCC(CCNC(=O)C2CC2)CC1 | -11 | i | 11% | 4% | 14% | i | 5%
COc1ccc(C2Cn3nnc(C(=O)N4CCC(C(=O)NC5CCCCCC5)CC4)c3CO2)cc1 (stereo not given) | 5 | 5% | -16% | 1% | 5% | -26% | -11%
COc1ccc(Cl)cc1S(=O)(=O)N1CCN(C(=O)c2cc(-c3ccc(Br)cc3)n[nH]2)CC1 | 6 | / | / | -7% | ? | / | /
COc1ccc(C)cc1NC(=O)c1cc2c(=O)n(Cc3cccnc3)ccc2nc1C | -6 | / | / | 11% | 16% | / | /

Screens as filed in PubChem.
